ALDH1A1 block: inhibitors of human aldehyde dehydrogenase 1A1. P00352. Purified ALDH1A1, NADH fluorescence, propionaldehyde substrate. Potency, µM (titrated, usually from 75.3 µM), without a hit: at the highest dose activity, negative = inhibition, actives largely listed as inhibitors. 7.3% of 220,000 active. AID 1030; active means well fitted inhibition curve with a large enough effect, not every such curve was filed as active; inconclusive means small, poorly fitted or top-dose-only effect, or another doubt; inactive means no such curve, though single readings can be large or run the other way;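 further: plate controls were no enzyme wells and a reference inhibitor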
Target sequence (P00352 whole entry, looked up): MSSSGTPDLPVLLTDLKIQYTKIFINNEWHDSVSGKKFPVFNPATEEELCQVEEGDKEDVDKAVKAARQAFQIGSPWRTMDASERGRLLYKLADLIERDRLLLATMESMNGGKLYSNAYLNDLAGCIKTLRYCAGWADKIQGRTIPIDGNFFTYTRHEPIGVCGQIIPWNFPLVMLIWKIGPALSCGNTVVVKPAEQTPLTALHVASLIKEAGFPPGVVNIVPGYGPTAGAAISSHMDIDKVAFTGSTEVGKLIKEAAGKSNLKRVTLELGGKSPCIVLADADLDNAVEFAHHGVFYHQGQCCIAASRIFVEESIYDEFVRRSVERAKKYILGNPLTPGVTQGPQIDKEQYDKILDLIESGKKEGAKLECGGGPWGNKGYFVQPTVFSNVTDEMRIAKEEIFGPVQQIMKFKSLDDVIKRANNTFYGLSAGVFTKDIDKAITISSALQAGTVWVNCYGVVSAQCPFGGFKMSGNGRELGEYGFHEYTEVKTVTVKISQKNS
aGal spleen mod: inhibits or activates alpha-galactosidase in human spleen homogenate; P06280; Potency, µM (series often up to 80 µM), inactives show top-dose activity change, negative = inhibition, actives largely listed as inhibitors; 0.008% of 240,000 active; human spleen homogenate, 4MU-alpha-Gal fluorescence, 40 min;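 further: 0% = enzyme with vehicle and -100% = no enzyme basal signal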
Target sequence (P06280 32-429 limits assumed): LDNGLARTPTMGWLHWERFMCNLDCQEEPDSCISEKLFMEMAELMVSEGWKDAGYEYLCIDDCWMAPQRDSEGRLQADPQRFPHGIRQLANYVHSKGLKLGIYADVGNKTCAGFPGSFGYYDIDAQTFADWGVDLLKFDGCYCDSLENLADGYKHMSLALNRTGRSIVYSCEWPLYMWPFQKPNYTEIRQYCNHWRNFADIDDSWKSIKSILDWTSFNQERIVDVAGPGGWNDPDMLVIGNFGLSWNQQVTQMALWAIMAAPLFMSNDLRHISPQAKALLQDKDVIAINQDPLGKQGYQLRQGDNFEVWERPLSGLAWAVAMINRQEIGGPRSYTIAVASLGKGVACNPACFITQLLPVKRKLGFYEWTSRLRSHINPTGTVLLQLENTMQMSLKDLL
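Inhibition or activation of alpha-galactosidase in human spleen homogenate is scored by 4-MU fluorescence after 40 min at 37C, pH 5.0, with 1 mM substrate. AC50s come from concentration-response fitted to the Hill equation.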
Epigenetic reg: epigenetic control regulation, reporter derepression. Potency, µM (titrated, usually from 53.9 µM), inactives show at the highest dose GFP activation, hits mostly activators. 0.2% of 280,000 active. AID 1865. murine LDR cells, GFP reporter derepression, 30 h; further: % of control where 0% means no effect; nearly all actives have a fitted effect of over 60% in size
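In this reporter-derepression format, murine cells bearing a silenced integrated CMV-GFP locus incubate with test compound (30 h, 37 C), then are washed and imaged; fluorescent objects of 20–120 um count as induced cells.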
Tau fluor cs: counter-screen for tau fibril formation inhibitors. tau K18 P301L Alexa594 fluorescence, heparin fibrillization. Potency, µM (series often up to 57.7 µM), for inactives: top-dose activity change, negative = decrease. 0.93% of 280,000 active; further: on the % scale 0 is the no-effect control and ±100 the full control effect; nearly all actives have a fitted effect of over 55% in size
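Human tau K18 P301L (15 uM unlabeled, 0.24 uM Alexa 594-labeled) in 100 mM sodium acetate pH 7 with 20 uM heparin, 6 hr at 37 C. ThT 30 uM added, 1 hr ambient; Alexa 594 FP and total fluorescence read at 555/632 nm.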
GAA inh: blocks human lysosomal alpha-glucosidase; Potency, µM (top dose mostly 76.9 µM), without a hit: top-dose activity change, negative = inhibition, usual class: inhibitors; 0.005% of 200,000 active; purified human GAA, 4-MU-alpha-glucoside fluorescence; P10253; AID 1466;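 further: plate controls were uninhibited enzyme wells for no effect and no-enzyme background for full effect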
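Fluorescence at Ex 365/Em 440 nm from 4-methylumbelliferone reported enzyme activity after 20 min at room temperature. Reactions used 4 nM enzyme and 400 uM substrate at pH 5.0; curves fitted with the Hill equation.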
NPSR antag: blocks cAMP signaling of the human neuropeptide S receptor. CHO-NPSR cells, cAMP TR-FRET, antagonist mode. Potency, µM (doses to about 38.3 µM), inactives show top-dose activity change, negative = inhibition, usual class: inhibitors. 1% of 220,000 active; further: on the % scale 0 is the no-effect control and ±100 the full control effect; nearly all actives have a fitted effect of over 50% in size; many of its hits are not listed in these tables
aGlu spleen mod: lysosomal alpha-glucosidase (human) modulation. P10253. human spleen homogenate, 4-MU-alpha-glucoside fluorescence. Potency, µM (highest dose often 79.9 µM), for inactives: at the top dose activity change, negative = inhibition, actives largely listed as inhibitors. 0.006% of 240,000 active;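 further: 0% = enzyme with vehicle and -100% = no enzyme basal signal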
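AC50 values come from Hill-equation fits of concentration-response data, normalized to no-enzyme and full-activity controls. Enzyme source: 1 ug human spleen homogenate; 1 mM fluorogenic 4-MU glucoside, pH 5.0 citrate buffer, 37 C, 40 min.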
GAA glycogen: GAA glycogen-cleavage inhibition or activation; 0.38% of 300,000 active; recombinant GAA, glycogen substrate, Amplex Red glucose oxidase fluorescence; Potency, µM (highest dose often 76.4 µM), for the others: top-dose activity change, negative = inhibition, hits mostly inhibitors; AID 2100; P10253;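 further: 0% = full enzyme reaction and -100% = no-enzyme basal signal; the screen sought inhibitors and activators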
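qHTS, 1536-well; enzyme 4 nM final; cpd up to 77 uM; substrate bovine liver glycogen 30 ug; 50 mM citrate/phosphate pH 5.0, 0.01% Tween-20; 37 C, 40 min; Amplex Red detection 45 min RT; Hill fit → AC50.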
An asterisk follows results filed as active; ? = inconclusive; · = not tested or not shown; & = joins results of further samples; [ ] = another dose, or the depositor's remark. Unless noted, the call rests on the fitted dose curve; in most records, active means well fitted curve in the direction sought with a large enough effect; inconclusive means small, poorly fitted or top-dose-only effect, or another doubt; inactive means no such curve, though single readings can be large; an effect the other way counts as inactive or inconclusive. Potency means the concentration at half of the fitted maximal effect.

SMILES	ALDH1A1 block	aGal spleen mod	Epigenetic reg	Tau fluor cs	GAA inh	NPSR antag	aGlu spleen mod	GAA glycogen
COc1ccccc1NC(=O)C(=O)N1N=C(C(C)C)CC1(O)C(F)(F)F (stereo unspecified)	6%	14%	-0.4%	-2%	7%	-5%[46.1 µM]	-7%	5%
COc1cc(C(=O)N2CCN(C(=O)C3CC3)CC2)cc(OC)c1OC	3%	5%	-1.0%	-11%	?	4%[46.1 µM]	4%	0%
OCC1(Cc2ccccc2)CCCN(Cc2ccc(-c3ccco3)cc2)C1 (stereo unspecified)	25µM*	0%	0.1%	-9%	-3%	15%	7%	-6%
O=C(c1ccccc1)c1c[nH]c(C(=O)NNc2ccccc2)c1	22µM*	-3%	0.9%	-19%	3%	-20%	1%	6%
CCOC(=O)N1CCN(c2cc(C)nc3nc(C)nn23)CC1	1%	5%	0.0%	-2%	-2%	-6%[46.1 µM]	-3%	2%
CC(C)c1ccc(NC(=O)COc2nnc(-c3cccs3)c(-c3cccs3)n2)cc1	1%	1%	0.8%	?	-6%	-18%[46.1 µM]	-22%	-5%
CC1CC(C)CN(CCCNC(=O)c2ccc(CS(=O)(=O)Cc3ccccc3F)o2)C1 (stereo unspecified)	12%	-6%	6.2%	-9%	-1%	9%[46.1 µM]	-12%	-6%
CCOc1ccc(C(=O)NCCN2CCCC2)cc1	7%	?	-2.2%	4%	9%	-5%	-5%	-2%
c1ccc(C2=NCCCN2)cc1	3%	-4%	-9.4%	0%	?	-2%[46.1 µM]	-2%	1%
Cc1cc(NC(=O)C2CC(c3cccc(Br)c3)=NO2)no1 (stereo unspecified)	0%	-8%	-1.1%	-12%	7%	-12%[46.1 µM]	-2%	-1%
COC(=O)c1ccc2[nH]c(C)c(CN3CCCC3)c(=O)c2c1	?	12%	-4.9%	4%	1%	-22%[46.1 µM]	3%	-1%
Cc1nc2cc(-c3ccc(Cl)cc3)nn2c(C)c1CCC(=O)NC(C)c1ccc2c(c1)OCCO2 (stereo unspecified)	?	2%	-0.6%	-16%	-5%	-25%	2%	-10%
COc1ccc(N2CC(O)=C(c3nc(-c4ccc(F)cc4)cs3)C2=N)cc1	13%	4%	-1.1%	-18%	?	-43%	·	6%
CC(C)c1ccc(NC(=O)COC(=O)CCC(=O)c2cccs2)cc1	-9%	-7%	1.1%	-20%	-13%	17%	-3%	-7%
O=C(O)CC(NC(=O)c1ccc2c(c1)OCO2)c1cccc([N+](=O)[O-])c1 (stereo unspecified)	11%	0%	-1.7%	0%	5%	19%	-16%	4%

Brought forward from above: 4 compounds; new compounds follow.
SMILES	ALDH1A1 block	aGal spleen mod	Epigenetic reg	Tau fluor cs	GAA inh	NPSR antag	aGlu spleen mod	GAA glycogen
Cc1nc2cc(-c3ccc(Cl)cc3)nn2c(C)c1CCC(=O)NC(C)c1ccc2c(c1)OCCO2 (stereo unspecified)	?	2%	-0.6%	-16%	-5%	-25%	2%	-10%
COc1ccc(N2CC(O)=C(c3nc(-c4ccc(F)cc4)cs3)C2=N)cc1	13%	4%	-1.1%	-18%	?	-43%	·	6%
CC(C)c1ccc(NC(=O)COC(=O)CCC(=O)c2cccs2)cc1	-9%	-7%	1.1%	-20%	-13%	17%	-3%	-7%
O=C(O)CC(NC(=O)c1ccc2c(c1)OCO2)c1cccc([N+](=O)[O-])c1 (stereo unspecified)	11%	0%	-1.7%	0%	5%	19%	-16%	4%
CCN(Cc1ccccc1)c1ccc(/C=N/NS(=O)(=O)c2ccc(C)c([N+](=O)[O-])c2)cc1	3.2µM*	7%	-1.0%	7.1µM*[quencher]	-10%	-30%	1%	?
CCOC(=O)N1CCN(C(=O)c2cc(C)no2)CC1	11%	-4%	-1.0%	-2%	-2%	-6%[46.1 µM]	-5%	0%
COc1ccc(/C(CC2(O)C(=O)Nc3ccccc32)=N\O)cc1 (stereo unspecified)	10%	-11%	-11%	6%	-9%	-2%[46.1 µM]	-9%	6%
c1ccc(CSCCc2ccncc2)cc1	6%[13.5 µM]	0%	2.1%	-10%	-2%	-1%[46.1 µM]	-3%	3%
S=C(Nc1ccc(OCc2ccccc2)cc1)Nc1cccc(Cl)c1Cl	?	2%	-1.0%	-11%	0%	-35%	4%	-4%
COc1ccc(Cn2c(CCC(=O)Nc3ccc(C)c(C)c3)nc3cccnc32)cc1	-4%	-2%	-1.1%&1.2%	-23%&-20%	-8%	-15%[46.1 µM]	-4%	1%[76.3 µM]
O=C1C2ON(c3ccccc3)C(c3ccccc3F)C2C(=O)N1c1ccccc1 (stereo unspecified)	-9%	-13%	-0.4%	1%	-8%	-17%[46.1 µM]	-6%	-3%
Cc1cc(N2CCN(c3ccccc3)CC2)nc(N2CCOCC2)n1	·	6%	-1.1%	-27%	·	-6%	3%	-9%
O=C(COc1ccc(S(=O)(=O)N2CCCC2)cc1)Nc1ccc2c(c1)OCCO2	?	5%	-3.1%	-12%	?	-9%	4%	6%
Fc1ccc(F)c(C2=NNC(=NCC3CCCO3)SC2)c1 (stereo unspecified)	?	5%	?	-14%	-7%	14%	-7%	13%
CC(C)=CCN1CCC2(CCc3ccccc32)CC1	-3%	3%	1.1%	-5%	·	·	3%	·
O=C(CSc1ccccc1)Nc1nnc(/C=C/c2ccccc2)s1	?	5%	0.9%	-3%	?	-6%[46.1 µM]	-10%	-6%
CC(=O)Nc1ccc(NC2(C)C(=O)c3ccccc3C2=O)cc1	?	6%	1.9%	-11%	-8%	0%[46.1 µM]	-17%	-2%
COc1ccc(-n2nc(C(=O)Nc3nc4ccc(OC)cc4s3)c3ccccc3c2=O)c(OC)c1	20µM*	7%	0.0%	0%	-4%	6%	-14%	-1%
COc1cc(OC)c(NC(=O)C(=O)CC(=O)c2ccc(C)cc2C)cc1Cl	-8%	-9%	-0.1%	-30%	-1%	-2%	-10%	-29%
CC1CCCCN1C(=O)Cn1c(=O)n(CCC(=O)NCc2ccco2)c(=O)c2sccc21 (stereo unspecified)	-6%	6%	-1.1%	-4%	2%	-13%[46.1 µM]	4%	-2%
CN(C)C(/C=C/Nc1ccccc1F)=C(C#N)C#N	11%	1%	-0.9%	-5%	3%	-5%[46.1 µM]	0%	0%
O=C(CCC1CCCC1)N1CCN(C(=O)COc2ccccc2)CC1	?	-19%	-0.2%	-2%	4%	-11%[46.1 µM]	-8%	-18%
CN(C)c1ccc(N=Nc2cccc3ccoc23)cc1	8%[13.5 µM]	-8%	3.2%	16µM*[quencher]	4%	23%	-8%	-2%
O=C(CN1CCN(Cc2cccc(Cl)c2)C1=O)NCc1ccccn1	5%	-1%	0.9%	-2%	-6%	-3%[46.1 µM]	3%	4%
Cc1ccc(N(C(C)C(=O)Nc2cccc(N(C)S(C)(=O)=O)c2)S(C)(=O)=O)cc1 (stereo unspecified)	1%	-3%	0.5%	-10%	-4%	-6%	-2%	2%
COC(=O)c1ccc(CN2CCN(Cc3ccc(C(=O)OC)o3)CC2)o1	22µM*	-2%	6.9%	-4%	-1%	?	-3%	2%
COc1cc(C(=S)N2CCCC2)cc(OC)c1O	-99%	1%	-2.0%	-15%	-8%	4%[46.1 µM]	5%	16%
COCC1CCN(C(=O)c2cc(COc3ccc4ncccc4c3)on2)CC1	8%	-7%	0.3%	-13%	-2%	-4%	-19%	-10%
COc1cccc2c(=O)n(CC(=O)N3CCCCCC3)ccc12	?	-2%	0.7%	-6%	-10%	-18%[46.1 µM]	-3%	7%
O=C(CCC1CCCC1)c1c(O)c2ccccc2oc1=O	-11%	2%	0.0%	-5%	0%	-6%	3%	-3%
CC(=O)/C(C=Nc1noc(C)c1Br)=C(\C)O	·	-19%	2.9%	-8%	·	-1%[7.67 µM]	0%	0%
Cc1c(-c2ccccc2)cn2c1-c1ccc(C)n1CC2	?	8%	1.3%	-9%	8%	-19%[46.1 µM]	-9%	4%
CCN(NC(=O)C(O)(c1ccccc1)c1ccccc1)C(=O)c1ccccc1	?	1%	1.0%	-1%	-9%	17%	-1%	-7%
CCOCCCNC(=O)c1ccc2c(=O)n(Cc3ccc(OC)cc3)c(=O)[nH]c2c1	?	19%	-0.1%	1%	?	-13%	7%	6%
CC(C)NC(=O)CCCc1ccccc1	4%	-17%	-0.9%	-8%	-2%	6%[46.1 µM]	7%	-7%
CC(=O)Nc1ccc(S(=O)(=O)N2CCC(C(=O)O)CC2)cc1	-3%	8%	-1.7%	11%	-11%	11%	-20%	-17%
Cc1ccc(S(=O)(=O)Nc2ccccc2/C=N/c2nc3ccccc3n2C)cc1	5%	-5%	3.6%	-5%	-1%	?	-6%	1%
CCOC(=O)N/N=C\c1cccc(OC)c1	2%	-5%	1.7%	-3%	-4%	-6%	4%	-1%
C[C@@H](C[C@H](N)C(=O)O)C(=O)O	5%	0%	0.0%	-6%	·	·	9%	·
CCOC(=O)c1c(/N=C/c2cc(OC)cc([N+](=O)[O-])c2O)sc(C)c1C	32µM*	2%	1.0%	?	-11%	-6%[46.1 µM]	-9%	?
COc1ccc(/C=N/NC(=O)Cn2cnc3ccccc3c2=O)cc1OC	6%	2%	-0.8%	1%	1%	12%	-3%	3%
COc1ccc2cc(CN(CCc3ccccc3)Cc3nnnn3Cc3ccco3)c(=O)[nH]c2c1	0.079µM*	1%	-0.5%	-23%	-7%	?	-12%	-3%
O=C(CSCc1ccc(Cl)cc1)N/N=C/c1ccc(OCC(=O)Nc2ccccc2)cc1	?	2%	2.4%	?	2%	-12%[46.1 µM]	4%	3%
CC1(C)CC(=O)C2=C(C1)OC1=C(C(=O)CC(C)(C)C1)C2c1ccccc1	6%	6%	1.3%	-11%	-5%	-10%[46.1 µM]	1%	12%
CN1CCN(S(=O)(=O)c2cnccc2N2CCN(c3cccc(Cl)c3)CC2)CC1	0%	-8%	-5.0%	-6%	-4%	0%	?	3%
CC(NC(=O)c1ccc(N2CCCC2=O)cc1)c1ccccc1 (stereo unspecified)	-1%	-5%	-0.3%	-3%	0%	-4%[46.1 µM]	0%	-10%
Cc1cc(C)c(Nc2ncnc(N)n2)c(C)c1	11%	5%	0.0%	-8%	-1%	-9%	10%	11%
Cc1ccc(/C=C/c2nc3ccccc3c(=O)n2CCc2ccccc2)cc1	13%	-2%	-0.1%	-13%	-4%	37%	-3%	-4%
CN(C)c1ccnc(Oc2ccc(Cl)cc2)c1C#N	25µM*	14%	-0.1%	-8%	-4%	-18%[46.1 µM]	10%	-5%

Compound activity from PubChem BioAssay.

Some of the compounds tested (hit frequency here may not be typical).
